PAFAH1B2 FP inh = inhibitors of human PAFAH1B2. P68402. recombinant PAFAH1B2, FP-rhodamine activity probe, fluorescence polarization. inhibition, % at 3.39 µM. 340,000 compounds, 1.2% hits;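 active means inhibition above the mean of all tested compounds plus 3 SD, cut at about 24% in these data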;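 further: 0% = enzyme with DMSO and 100% = wells lacking PAFAH1B2; many of its hits are not listed in these tables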
Target sequence (P68402 whole entry, looked up): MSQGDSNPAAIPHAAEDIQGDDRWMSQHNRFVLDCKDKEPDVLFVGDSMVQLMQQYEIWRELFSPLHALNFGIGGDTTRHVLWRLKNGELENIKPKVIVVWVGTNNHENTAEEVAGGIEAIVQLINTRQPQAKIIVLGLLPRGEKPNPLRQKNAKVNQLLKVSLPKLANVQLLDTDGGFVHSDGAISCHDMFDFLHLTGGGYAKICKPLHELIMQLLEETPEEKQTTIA
PAFAH2 FP inh = inhibitors of human PAFAH2 | Q99487 | 340,000 compounds, 0.99% hits | inhibition, % at 3.39 µM | recombinant PAFAH2, FP-rhodamine activity probe, fluorescence polarization;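 active means inhibition above the mean over all tested compounds plus 3 SD, cut at about 30% in these data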;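 further: inhibitors block probe labeling of enzyme so polarization drops; 0% = enzyme with DMSO and 100% = wells lacking PAFAH2 protein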
pPAFAH inh = pPAFAH (human) enzyme inhibition. inhibition, % at 3.39 µM. 330,000 compounds, 1.5% hits. Q13093. recombinant pPAFAH, FP-rhodamine probe fluorescence polarization;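 active means inhibition above the mean inhibition across the screen plus 3 SD, cut at about 25% in these data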;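 further: inhibitors block binding of the rhodamine activity-based probe so polarization drops; 0% = enzyme with DMSO and 100% = wells lacking pPAFAH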
PAFAH1B3 inh = PAFAH1B3 (human) inhibition | Q15102 | recombinant PAFAH1B3, FP-rhodamine probe, fluorescence polarization | inhibition, % at 3.39 µM | 340,000 compounds, 0.28% hits | AID 492972;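 active means inhibition above the screen-wide average of all tested compounds plus 3 SD, cut at about 25% in these data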;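 further: 0% = enzyme with DMSO only and 100% = wells lacking PAFAH1B3 protein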
Target sequence (Q15102 whole entry, looked up): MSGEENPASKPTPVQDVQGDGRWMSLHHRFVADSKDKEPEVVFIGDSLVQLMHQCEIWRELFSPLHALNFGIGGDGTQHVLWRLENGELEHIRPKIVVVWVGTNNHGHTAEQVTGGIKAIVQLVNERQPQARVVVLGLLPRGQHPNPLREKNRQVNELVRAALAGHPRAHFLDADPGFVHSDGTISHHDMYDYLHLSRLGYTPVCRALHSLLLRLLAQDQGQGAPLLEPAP
GSTO1 inh = counter-screen for RBBP9 inhibitors: inhibitors of human GSTO1 | P78417 | recombinant GSTO1, activity-based probe fluorescence polarization | inhibition, % at 5.96 µM | 300,000 compounds, 1.1% hits | AID 1974;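 active means inhibition above the campaign mean inhibition plus 3 SD, cut at about 35% in these data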;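 further: 0% = GSTO1-1 with DMSO and 100% = wells lacking GSTO1-1 enzyme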
Target sequence (P78417 whole entry, looked up): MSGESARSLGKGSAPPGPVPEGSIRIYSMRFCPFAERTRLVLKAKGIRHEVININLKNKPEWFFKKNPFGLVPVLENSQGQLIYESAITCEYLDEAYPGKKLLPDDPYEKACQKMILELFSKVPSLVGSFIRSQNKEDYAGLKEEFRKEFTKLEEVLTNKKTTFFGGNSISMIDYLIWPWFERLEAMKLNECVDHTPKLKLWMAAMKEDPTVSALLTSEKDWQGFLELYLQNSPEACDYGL
PAD4 inh = PAD4 (human) enzyme inhibition; Q9UM07; recombinant PAD4, RCA probe fluorescence polarization; 330,000 compounds, 0.41% hits; AID 485272; inhibition, % at 6.36 µM;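 active means percent inhibition above a cutoff equal to the mean of all tested compounds plus 3 SD, cut at about 15% in these data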;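 further: 0% = PAD4 with RCA probe and DMSO and 100% = probe without PAD4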
PME-1 inh = blocks human protein phosphatase methylesterase 1 | inhibition, % at 5.9 µM | 320,000 compounds, 0.53% hits | AID 2130 | recombinant PME-1, FP-Rh probe fluorescence polarization;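 active means inhibition above the campaign mean of all compounds plus 3 SD, cut at about 26% in these data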;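 further: competitive labeling of PME-1 active site by serine hydrolase directed probe; 0% = PME-1 with DMSO and 100% = wells lacking PME-1 enzyme; inhibitors block probe labeling so polarization falls and inhibition rises; many of its hits are not listed in these tables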
LYPLA1 inh = blocks human lysophospholipase 1, a PME1 counter-screen; O75608; recombinant LYPLA1, FP-Rh probe fluorescence polarization; inhibition, % at 5.9 µM; 320,000 compounds, 0.16% hits; AID 2174;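 active means inhibition above the mean of all tested compounds plus 3 SD, set per campaign, cut at about 14% in these data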;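 further: inhibitors block serine hydrolase probe labeling of LYPLA1 so polarization falls; 0% = enzyme with DMSO and 100% = wells lacking LYPLA1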
Target sequence (O75608 whole entry, looked up): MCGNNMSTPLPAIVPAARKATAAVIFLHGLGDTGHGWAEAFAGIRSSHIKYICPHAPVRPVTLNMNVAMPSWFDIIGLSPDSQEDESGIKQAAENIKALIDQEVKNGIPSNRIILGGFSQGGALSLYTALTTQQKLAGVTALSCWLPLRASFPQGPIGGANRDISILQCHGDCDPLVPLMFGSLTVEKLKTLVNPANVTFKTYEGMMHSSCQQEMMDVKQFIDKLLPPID
Fam108B inh = blocks mouse Fam108B hydrolase in RBBP9 counter-screen; recombinant Fam108B, FP-Rh probe fluorescence polarization; inhibition, % at 9.51 µM; 300,000 compounds, 0.33% hits;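 active means inhibition above the screen mean inhibition plus 3 SD, computed separately per campaign, cut at about 18% in these data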;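 further: inhibitors lower polarization as less probe binds the enzyme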
Numbers without * were called inactive; . = no result given. Some of the compounds tested; rates above refer to the full screens.

(1) Cc1cc(C)n2nc(C(=O)N/N=C/c3cccc(Cl)c3)nc2n1
(2) O=C1c2[nH]nc(-c3ccccc3O)c2C(c2ccccc2F)N1Cc1ccco1 (stereo not drawn)
(3) O=C(N/N=C/c1c[nH]c2ccccc12)c1ccn(Cc2ccc(Cl)cc2)n1
(4) CCOc1ccc(C2NCCc3cc(OC)c(OC)cc32)cc1OC (stereo not drawn)
(5) COc1cccc(/C=N/n2nnnc2N)c1OCC#N
(6) C=C1c2ccc(C)cc2NC(=O)N1c1ccccc1
(7) O=C(c1ccc(F)cc1)N1CCCC(N2CCN(Cc3ccc4c(c3)OCO4)CC2)C1 (stereo not drawn)
(8) CCNC(=O)N(CC)C[C@H]1N[C@@](CC)(C(=O)OC)[C@H]2C(=O)N(Cc3ccccc3)C(=O)[C@@H]12
(9) N#C/C(=C\c1c(Oc2ccc(Cl)cc2)nc2ccccn2c1=O)C(=O)NC1CCS(=O)(=O)C1 (stereo not drawn)
(10) Cc1sc2ncn(CC(=O)OCC(=O)NC(C)(C)C)c(=O)c2c1C

Screen / compound no.	1	2	3	4	5	6	7	8	9	10
PAFAH1B2 FP inh	1	3	9	-6	9	.	0	1	2	-2
PAFAH2 FP inh	-5	-10	-1	-11	8	.	-4	8	1	3
pPAFAH inh	-5	2	2	-3	-3	7	2	-1	2	-1
PAFAH1B3 inh	3	-4	7	9	2	.	-6	6	-3	5
GSTO1 inh	-7	-32	0	5	-15	4	-2	.	0	5
PAD4 inh	-5	2	3	0	4	-1	-4	1	3	2
PME-1 inh	-6	4	11	3	4	-2	3	.	0	3
LYPLA1 inh	2	-9	-1	5	-4	-2	-4	.	-2	2
Fam108B inh	-3	0	15	3	4	4	6	.	3	-2

(11) CCOc1ccccc1OCCCC(=O)NNC(=O)c1cc(C)oc1C
(12) Cc1ccc(C)c(OCc2cc(C(=O)N3CCN(c4ccccc4C)CC3C)no2)c1 (stereo not drawn)
(13) CC(C)Oc1ccc(CNC(=O)Cn2ccc3cc(S(=O)(=O)N4CCCC4)ccc32)cc1
(14) Cc1nnc(SCC(=O)NC(C)(C)C)n1NCc1cccc(Br)c1
(15) CCCSc1nc2c(cnn2-c2ccccc2)c(=O)[nH]1
(16) CCn1cc(C2=NC(C(C)C)CO2)c2ccccc21 (stereo not drawn)
(17) C/C(=C\c1ccccc1)C(=O)NCc1ccco1
(18) CCOC(=O)CN1C(=O)S/C(=C\c2ccc3c(c2)OCO3)C1=O
(19) C#CCOCCOCCOCCNc1nc(N2CCN(C(=O)[C@H](Cc3cc4ccccc4[nH]3)n3cc(C(N)CC(C)C)nn3)CC2)nc(N2CCN(C(=O)[C@H](CCC(=O)O)n3cc(C(N)[C@H](C)CC)nn3)CC2)n1 (stereo partly drawn)
(20) Cc1cccc(C)c1OCCNC(=O)CCC(=O)c1ccccc1

Screen / compound no.	11	12	13	14	15	16	17	18	19	20
PAFAH1B2 FP inh	1	-3	1	8	-6	1	0	6	4	2
PAFAH2 FP inh	6	-3	-6	4	2	-7	-6	6	1	-7
pPAFAH inh	-2	2	5	0	0	-1	2	6	6	7
PAFAH1B3 inh	0	-4	6	6	-3	9	5	5	5	-2
GSTO1 inh	.	4	-2	12	0	0	3	4	-11	5
PAD4 inh	2	1	-4	3	-1	0	-2	-2	2	-6
PME-1 inh	-1	-5	19	-2	-12	-2	-2	1	1	5
LYPLA1 inh	10	-5	-3	-3	2	-2	3	5	2	-4
Fam108B inh	.	1	-5	-1	-1	-1	-2	-1	1	-1

(21) CC1CCN(S(=O)(=O)c2ccc3c(c2)oc(=O)n3CC(=O)N2c3ccccc3CC2C)CC1 (stereo not drawn)
(22) CC1CCCC(NC(=O)COC(=O)COc2cccc(F)c2)C1C (stereo not drawn)
(23) O=C(CCNC(=O)C1CCN(S(=O)(=O)c2ccc(F)cc2)CC1)NCc1ccc(F)cc1
(24) O=C(CCc1ccccc1)NNC(=O)c1ccccc1Br
(25) CN1C(C(=O)Nc2ccc(F)cc2F)=CC(c2cccs2)=NS1(=O)=O
(26) COc1ccc(OC)c(NC(=O)CSc2sc3c(O)cc(=O)[nH]c3c2C#N)c1
(27) Cc1ccc(S(=O)(=O)NC2=NCN(Cc3ccccc3)CN2)cc1
(28) CN(C)S(=O)(=O)c1ccc(C(=O)OCC(=O)Nc2cccnc2Cl)cc1
(29) COCCN1Cc2cccc(C(=O)NC(C)CCc3ccco3)c2C1=O (stereo not drawn)
(30) Nc1cc(S(=O)(=O)Nc2ccccc2Cl)ccc1N1CCCCC1

Screen / compound no.	21	22	23	24	25	26	27	28	29	30
PAFAH1B2 FP inh	20	7	27*	-1	3	8	4	-7	-2	-2
PAFAH2 FP inh	-2	-2	6	1	1	25	-11	-2	-3	-1
pPAFAH inh	4	17	4	5	3	20	0	2	4	7
PAFAH1B3 inh	-5	14	7	5	8	7	-4	0	7	4
GSTO1 inh	-3	.	-3	3	3	12	-7	-3	0	.
PAD4 inh	0	-1	1	-3	1	-3	-3	-8	-4	-8
PME-1 inh	-8	.	23	0	1	-14	-3	5	-3	.
LYPLA1 inh	-3	.	4	-2	1	-10	-2	0	-3	.
Fam108B inh	-6	.	-1	-1	5	5	0	0	1	.

(31) CCN1CCN(CCc2nc3cc([N+](=O)[O-])ccc3n2C)CC1
(32) O=c1c2ccccc2n(Cc2ccccc2F)c(=O)n1Cc1ccccc1F
(33) CC(C)[C@H](NC(=O)N1CCn2c1nc1ccccc12)C(=O)NCc1ccco1
(34) O=C(COC(=O)c1cc2ccccc2o1)NCc1ccco1
(35) COc1ccc(S(=O)(=O)N2CCC(C(=O)NCCCn3ccnc3)CC2)cc1C
(36) CNC(=S)N1N=C(c2cccs2)CC1c1ccc(OC)cc1 (stereo not drawn)
(37) Cc1noc(C)c1COc1ccc(C(=O)NCCc2ccccn2)cc1
(38) CCOc1ccc(C(=O)CCC(=O)N(CC)CC(=O)NCc2cccs2)cc1
(39) O=C(OCc1ccc(F)cc1Cl)c1ccccn1
(40) C[C@@H]1C=C(C(=O)NCc2nc3ccccc3[nH]2)O[C@H](OCc2ccc(CO)cc2)C1

Screen / compound no.	31	32	33	34	35	36	37	38	39	40
PAFAH1B2 FP inh	3	1	3	4	4	1	-6	-4	2	4
PAFAH2 FP inh	-5	3	0	11	3	-12	-7	-3	-1	7
pPAFAH inh	-1	3	6	7	1	9	2	6	4	-4
PAFAH1B3 inh	11	4	6	3	5	2	4	-1	2	-2
GSTO1 inh	-1	5	2	.	-5	5	9	-10	4	22
PAD4 inh	1	-2	2	-2	-5	-1	-2	-6	-3	0
PME-1 inh	7	9	-3	1	0	10	2	-2	1	-3
LYPLA1 inh	1	-5	-1	1	-1	-1	2	-1	0	-3
Fam108B inh	0	-4	-4	.	4	-3	-6	0	1	-5

(41) O=C(CN1C(=O)/C(=C/c2ccc(F)cc2)SC1=S)N1CCN(CCc2ccccn2)CC1
(42) O=C(COC(=O)CC1CC2CCC1C2)NC(=O)NC1CCCC1 (stereo not drawn)
(43) COc1ccc([C@@H](C)NC(=O)c2ccc3oc(C(C)C)nc3c2)cc1
(44) Cc1ccc(C)c(NC(=O)c2ccc(S(=O)(=O)C(F)F)cc2)c1
(45) Cc1ccccc1NC(=O)Cn1cnc2c(oc3ccccc32)c1=O
(46) Cc1ccc(S(=O)(=O)N(C)c2ccccc2C(=O)N2CCCC2)cc1
(47) COc1cc(OC)c(C(=O)NNC(=O)c2ccccc2-n2cccc2)cc1OC
(48) O=C(N/N=C/c1ccc[nH]1)c1sc2ccccc2c1Cl
(49) Cc1cc(=O)[nH]c2c(C)c(N)ccc12
(50) COc1ccc(OC)c(S(=O)(=O)Nc2ccc(-c3ccc4nnc(C)n4n3)cc2)c1

Screen / compound no.	41	42	43	44	45	46	47	48	49	50
PAFAH1B2 FP inh	-3	5	9	3	3	-4	10	0	10	7
PAFAH2 FP inh	0	1	-3	8	-3	3	3	-1	-3	-4
pPAFAH inh	-10	3	-4	11	2	0	2	12	0	2
PAFAH1B3 inh	9	4	5	0	-2	-4	7	8	8	2
GSTO1 inh	25	-3	3	5	4	0	.	-15	1	-16
PAD4 inh	-80	13	-2	-2	-3	-4	-2	-7	-3	-1
PME-1 inh	-18	-5	-1	5	1	-4	.	7	2	3
LYPLA1 inh	-6	-5	1	3	4	0	.	-1	9	0
Fam108B inh	1	-2	2	-1	-1	-1	.	-1	-1	1

Results in PAFAH1B2 FP inh and pPAFAH inh, for some of the entries so far:
nr | Compound | PAFAH1B2 FP inh | pPAFAH inh
35 | COc1ccc(S(=O)(=O)N2CCC(C(=O)NCCCn3ccnc3)CC2)cc1C | 4 | 1
36 | CNC(=S)N1N=C(c2cccs2)CC1c1ccc(OC)cc1 (stereo not drawn) | 1 | 9
37 | Cc1noc(C)c1COc1ccc(C(=O)NCCc2ccccn2)cc1 | -6 | 2
38 | CCOc1ccc(C(=O)CCC(=O)N(CC)CC(=O)NCc2cccs2)cc1 | -4 | 6

New compounds follow.
(51) COc1cccc(NC(=O)CSc2nnc(CNC(=O)c3ccccc3F)o2)c1
(52) COc1ccc(-n2cnc3cc(N)ccc32)cc1
(53) CCCc1c(C(=O)NNc2ccccc2OC)cnn1-c1ccccc1
(54) O=C(O)c1cccc(NC2=C(N3CCOCC3)C(=O)c3ccccc3C2=O)c1
(55) COc1cccc(/C=N/NC(=O)c2ccoc2C)c1O

Screen / compound no.	51	52	53	54	55
PAFAH1B2 FP inh	4	4	6	5	2
PAFAH2 FP inh	-2	-2	2	18	-1
pPAFAH inh	2	5	2	-3	-2
PAFAH1B3 inh	8	-3	7	24	0
GSTO1 inh	6	5	4	47*	-9
PAD4 inh	6	-3	-2	10	-1
PME-1 inh	4	-4	-1	-6	-2
LYPLA1 inh	4	-3	1	2	-3
Fam108B inh	2	1	2	2	0
